# Bioassay records (PubChem)
# FBPA coupling cs – qHTS Assay for Inhibitors of Fructose-1,6-bisphosphate Aldolase from Giardia Lamblia: Coupling assay counterscreen | coupling enzyme system counterscreen, AmpLite Red fluorescence | activity change, negative = inhibition, % at 58.2 µM, hits read low | actives 0.67% (n = 290,000) | AID 2472, 2010; in the data active means activity change below about -30%
#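 Activity here indicates interference with the coupling reaction, not aldolase inhibition. Compounds at 57.5 uM final met coupling enzymes for 10 min at RT; substrate and AmpLite Red detection followed, with a 525/598 nm fluorescence read after 20 min.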
# Eya2 inh – qHTS Assay for Inhibitors of the Phosphatase Activity of Eya2 | actives 0.006% (n = 330,000) | AID 488837, 2010 | Potency, µM (doses to about 76.9 µM), without a hit: at the top dose activity, negative = inhibition, usual class: inhibitors | recombinant Eya2, OMFP fluorescence dephosphorylation (OMFP is methylfluorescein phosphate) | Protein phosphatase EYA2 (Homo sapiens), O00167; further: potency means the concentration at half of the fitted maximal effect
#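 Eya2 (0.2 uM) preincubated 10 min at ambient with compound, then OMFP substrate added at 50 uM; 10 min reaction in 50 mM HEPES pH 7.5, 50 mM NaCl, 5 uM MgCl2, 0.05% BSA, 1 mM DTT. Fluorescence read at Ex 485/Em 525 nm.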
# B2AR arrestin – qHTS assay of beta-arrestin-biased ligands of beta2-adrenergic receptor. actives 0.02% (n = 330,000). beta-arrestin recruitment to beta2AR, cell-based reporter. Potency, µM (top dose mostly 46.1 µM), inactives show top-dose activation, actives largely listed as activators. Beta-2 adrenergic receptor (Homo sapiens), P07550;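 further: potency means the concentration at half of the fitted maximal effect; 0% = DMSO controls and full agonism = EC100 isoproterenol or metaproterenol; nearly all actives have a fitted effect of over 65% in size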
# Chronic BCR inh – qHTS Assay to Find Inhibitors of Chronic Active B-Cell Receptor Signaling | AID 493014, 2011 | Potency, µM (series often up to 46.1 µM), without a hit: at the top dose ratio change, negative = lower green/red ratio, usual class: inhibitors | ABC-DLBCL IkBa-CBG/CBR reporter, luminescence ratio, 4 h | actives 0.05% (n = 340,000); active means well fitted inhibition curve with a large enough effect in the signal ratio, with a control signal flat, not every such curve was filed as active; inconclusive means small, poorly fitted or top-dose-only effect, or effect the other way, or a change in a side signal; the % refers to the signal ratio;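 further: potency means the concentration at half of the fitted maximal effect; plate controls were basal doxycycline-induced cells for no effect and cells given 10 µM MG132 for full effect; MG132 reads +100%, hits lower the ratio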
#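 Cell line TMD8 (human ABC DLBCL), stably expressing tet-inducible CBG68-IkBa fusion and CBR; IMDM/0.5% FBS; cpd up to 46 uM; dox induction, 4 h, 37C/5% CO2; dual luminescence; green/red ratio; MG132 control.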
# KCNH2 3.1 inh – qHTS for Inhibitors of KCHN2 3.1: Mutant qHTS | Potassium voltage-gated channel subfamily H member 2, brain isoform KCNH2 3.1 (human) | U2OS KCNH2 3.1, thallium flux FluxOr; hits give low values | activity change, % (tested at about 1.8 µM) | actives 0.95% (n = 340,000);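 active means maximum activity change below -70%; inconclusive means maximum activity change from -70% to -50%; inactive means maximum activity change above -50%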;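 further: thallium influx rate constant from kinetic fluorescence after stimulation buffer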
#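 Thallium flux via FluxOr fluorescence (Red40 quencher, 45 min loading) in U2OS cells virally expressing the KCNH2 3.1 isoform (1.77 x 10^8 /mL virus, overnight at 37 C). Rate constants from 2-min kinetic reads post-stimulation, normalised to positive and negative controls.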
# USP2a inh – qHTS Assay for Inhibitors of Ubiquitin-specific Protease USP2a Using CHOP2 as the Reporter. Ubiquitin carboxyl-terminal hydrolase 2 (Homo sapiens), O75604. actives 0.01% (n = 330,000). USP2 core, Ub-CHOP2 coupled fluorogenic reporter, 485/531. Potency, µM (doses to about 38.3 µM), without a hit: top-dose activity change, negative = inhibition, hits mostly inhibitors;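 further: potency means the concentration at half of the fitted maximal effect; plate controls were DMSO wells for no effect and full inhibition by NEM control for full effect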
#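 Deubiquitinase activity read as fluorescence (485/531 nm) after Ub-CHOP2 cleavage activates the enterokinase reporter on its substrate; USP2 core 10nM, Ub-CHOP2 and substrate 25nM each, 30min compound preincubation then 60min RT; data normalized to NEM, curves fitted.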
# GALK inhibitor – qHTS Assay for Inhibitors of Human Galactokinase (GALK) | Purified GALK, Kinase-Glo residual ATP luminescence | actives 0.007% (n = 270,000) | Potency, µM (top dose mostly 57.5 µM), for the others: top-dose activity change, negative = inhibition, usual class: inhibitors | P51570; further: potency means the concentration at half of the fitted maximal effect
#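 Kinase-Glo Plus luminescence measured ATP left after a 1 h room-temperature reaction. The reaction used 5 nM GALK, 100 uM galactose and 35 uM ATP at pH 8.0 (20 mM HEPES, 5 mM MgCl2, 60 mM NaCl, 1 mM DTT, 0.01% BSA).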
# Giardia killer – Small Molecules that selectively kill Giardia lamblia: qHTS; Giardia lamblia trophozoite viability; activity change, % at 7.66 µM, hits read low; actives 0.15% (n = 340,000); AID 540267, 2011; in the data active means activity change below about -80%; inconclusive means between about -30% and that limit;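 further: parasites exposed to compound for two days anaerobically before the ATP read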
#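 Killing of trophozoites was scored by loss of ATP luminescence after a 48 hrs anaerobic exposure to compounds at 37 deg C, using 100 cells per well.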
# uPA generation – qHTS for Inhibitors of Cell Surface uPA Generation; Potency, µM (highest dose often 38.3 µM), for the others: top-dose activity change, negative = inhibition, usual class: inhibitors; cell surface uPA generation assay, qHTS; actives 0.31% (n = 330,000); active means well fitted inhibition curve with a large enough effect; inconclusive means small, poorly fitted or top-dose-only effect; inactive means no such curve, though single readings can be large or run the other way; tested in mouse RAW 264.7 cells; further: potency means the concentration at half of the fitted maximal effect; nearly all actives have a fitted effect of over 55% in size
# PKM2 act – qHTS Assay for Activators of Human Muscle isoform 2 Pyruvate Kinase; actives 0.34% (n = 260,000); Potency, µM (titrated, usually from 57.5 µM), for the others: at the top dose activation, hits mostly activators; purified PKM2, Kinase-Glo ATP luminescence, activation; response scale: 0% is enzyme alone, no compound; AID 1631, 2009; further: potency means the concentration at half of the fitted maximal effect; nearly all actives have a fitted effect of over 55% in size
#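 Kinase-Glo luminescence reports ATP generated from ADP (0.1 mM) and PEP (0.5 mM) by purified hPK-M2 after 1 h at room temperature, pH 7.2 imidazole buffer; intermediate enzyme activity allows detecting inhibitors and activators.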
# hERG WT inh – qHTS for Inhibitors of KCHN2 3.1: Wildtype qHTS; Voltage-gated inwardly rectifying potassium channel KCNH2 (Homo sapiens), Q12809; U2OS, BacMam KCNH2, thallium flux FluxOr; hits give low values; activity change, % at 1.84 µM; actives 0.37% (n = 340,000);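 active means maximum activity change below -70%; inconclusive means maximum activity change between -70% and -50%; inactive means maximum activity change above -50%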
# Target sequence (Q12809 whole entry, looked up): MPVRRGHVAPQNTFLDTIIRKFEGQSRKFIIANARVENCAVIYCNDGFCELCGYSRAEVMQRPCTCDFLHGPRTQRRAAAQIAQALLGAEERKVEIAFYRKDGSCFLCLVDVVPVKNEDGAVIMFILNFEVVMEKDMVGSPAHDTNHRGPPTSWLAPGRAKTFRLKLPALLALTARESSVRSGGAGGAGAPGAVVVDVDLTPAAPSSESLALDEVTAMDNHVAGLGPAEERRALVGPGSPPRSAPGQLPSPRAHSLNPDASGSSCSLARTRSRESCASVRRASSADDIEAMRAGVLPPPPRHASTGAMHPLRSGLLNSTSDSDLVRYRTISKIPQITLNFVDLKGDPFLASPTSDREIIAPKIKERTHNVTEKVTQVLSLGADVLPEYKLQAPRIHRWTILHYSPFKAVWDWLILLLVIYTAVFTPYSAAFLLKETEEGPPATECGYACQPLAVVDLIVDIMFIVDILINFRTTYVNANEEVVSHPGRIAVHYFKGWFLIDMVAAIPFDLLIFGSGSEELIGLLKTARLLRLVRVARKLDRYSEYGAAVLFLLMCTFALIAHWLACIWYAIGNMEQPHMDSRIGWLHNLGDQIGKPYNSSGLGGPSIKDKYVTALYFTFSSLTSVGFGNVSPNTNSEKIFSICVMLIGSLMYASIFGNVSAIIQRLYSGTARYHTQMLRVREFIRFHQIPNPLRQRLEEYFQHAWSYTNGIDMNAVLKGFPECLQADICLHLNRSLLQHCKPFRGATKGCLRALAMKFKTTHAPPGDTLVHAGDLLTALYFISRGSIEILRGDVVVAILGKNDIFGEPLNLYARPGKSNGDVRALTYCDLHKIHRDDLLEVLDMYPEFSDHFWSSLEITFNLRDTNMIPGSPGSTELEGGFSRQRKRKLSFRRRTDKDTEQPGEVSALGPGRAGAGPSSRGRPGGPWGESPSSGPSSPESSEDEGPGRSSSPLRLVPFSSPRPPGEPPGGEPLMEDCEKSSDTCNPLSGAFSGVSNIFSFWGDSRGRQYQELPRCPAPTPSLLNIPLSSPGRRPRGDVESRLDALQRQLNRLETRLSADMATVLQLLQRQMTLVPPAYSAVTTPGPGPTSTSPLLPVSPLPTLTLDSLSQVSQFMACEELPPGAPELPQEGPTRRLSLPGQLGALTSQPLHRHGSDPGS
#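 U2OS cells transduced with wild-type KCNH2 virus are loaded with FluxOr dye for 45 min, and thallium flux is measured in kinetic reads before and after stimulation buffer. Rate constants are normalized to DMSO controls.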
# An asterisk follows results filed as active; ? = inconclusive; · = not tested or not shown; & = joins results of further samples. Unless noted, the call rests on the fitted dose curve; in most records, active means well fitted curve in the direction sought with a large enough effect; inconclusive means small, poorly fitted or top-dose-only effect, or another doubt; inactive means no such curve, though single readings can be large; an effect the other way counts as inactive or inconclusive. Unless noted, on the % scale 0 is the no-effect control and ±100 the full control effect.
# Start of the listing, in advance (2 entries):
SMILES,FBPA coupling cs,Eya2 inh,B2AR arrestin,Chronic BCR inh,KCNH2 3.1 inh,USP2a inh,GALK inhibitor,Giardia killer,uPA generation,PKM2 act,hERG WT inh
CC1(C(=O)N/N=C/c2ccccc2)CC1(Br)Br (configuration not stated),-1,-11%,-0.2%,0%,0,0%,4%,7,1%,-2%,-20
CCCC(=O)c1c[nH]c(C(=O)NCCc2ccccn2)c1,1,11%,0.0%,-1%,0,-8%,-1%,-7,2%,11%,0

# Results, from the start:
SMILES,FBPA coupling cs,Eya2 inh,B2AR arrestin,Chronic BCR inh,KCNH2 3.1 inh,USP2a inh,GALK inhibitor,Giardia killer,uPA generation,PKM2 act,hERG WT inh
CC1(C(=O)N/N=C/c2ccccc2)CC1(Br)Br (configuration not stated),-1,-11%,-0.2%,0%,0,0%,4%,7,1%,-2%,-20
CCCC(=O)c1c[nH]c(C(=O)NCCc2ccccn2)c1,1,11%,0.0%,-1%,0,-8%,-1%,-7,2%,11%,0
CCOc1ncccc1C(=O)Nc1ccc(S(=O)(=O)N2CCCC2)cc1,1,6%,0.2%,1%,-6,1%,-1%,-4,1%,-1%,-11
O=C1CCCc2nc(NCc3ccco3)ncc21,-1,5%,0.6%,1%,30,1%,0%,-16,2%,3%,-10
Cc1cc(C)c(S(C)(=O)=O)c(Oc2ccc(F)cc2)n1,1,3%,0.4%,0%,33,2%,·,5,-1%,3%,2
C=CCC(C)(NCc1ccccc1)c1ccco1 (configuration not stated),0,2%,0.3%,2%,-3,0%,-6%,2,6%,-2%,-17
Cc1ccc(CNC(=O)c2cc3c(-c4ccc(Cl)cc4)nn(C)c3s2)o1,-2,-5%,-1.2%,?,-11,-2%,1%,-13,?,23%,4
Cc1sc(NC(=O)C2CSC3(C)CCC(=O)N23)nc1-c1ccc(F)cc1 (configuration not stated),0,-3%,-1.0%,?,6,-2%,2%,0,-2%,0%,-6
O=C(Cn1ccc2ccccc2c1=O)NCC(=O)Nc1ccc(F)cc1F,3,0%,0.0%,-12%,-7,2%,3%,14,-2%,0%,-9
CC(C)[C@@H](C(=O)OCC(=O)Nc1ccc2c(c1)OCO2)N1C(=O)c2ccccc2C1=O,-4,-23%,-0.2%,-8%,5,-1%,-2%,5,-4%,4%,-13
O=C(Nc1cccc(-c2cn3ccsc3n2)c1)c1ccccc1,0,-4%,0.4%,-2%,0,1%,-2%,-9,-5%,?,0
O=C(CCC(=O)Nc1ccc(F)cc1)N/N=C/c1ccc(O)cc1,-5,11%,-0.4%,-10%,0,0%,0%,17,0%,·,13
O=C1NCCN1Cc1ccc(Cl)cc1,0,4%,-0.2%,0%,0,1%,5%,-11,1%,0%,-23
O=C1C2CC=CCC2C(=O)N1Cc1nnc(-c2ccccc2Br)o1 (configuration not stated),4,-2%,-0.1%,1%,15,3%,2%,-7,4%,3%,7
Cc1cc(C)cc(C(=O)N2CCN(c3ccccn3)CC2)c1,7,3%,-0.5%,?,8,1%,1%,-21,16%,5%,5
O=C1C2C3C=CC([C@@H]2C(=O)N1c1nccs1)C31CC1 (some centres not stated),3,-6%,-0.7%,2%,0,1%,9%,9,-3%,3%,4
CC(C)(C)NC(=O)NC(=O)CSc1ccc(S(=O)(=O)N2CCCCC2)cn1,·,7%,-0.1%,?,-9,2%,·,19,-20%,·,-5
CC(C)N(Cc1nc(-c2ccc(Cl)cc2)no1)C(=O)c1cccs1,0,-10%,-0.1%,?,-14,1%,-1%,6,·,1%,5
Cc1ccc(S(=O)(=O)Nc2c(C)[nH]c(=O)[nH]c2=O)cc1C,1,2%,-1.1%,4%,8,-7%,0%,11,2%,-6%,12
O=C(NNC1=NC2(CCCC2)Cc2ccccc21)c1cccnc1,3,1%,0.1%,?,6,-4%,2%,18,4%,0%,8
CCOC(=O)c1c(N)ssc1=S,-1&2,-22%&0%,-0.3%&-0.4%,0%&3%,8,1%&-3%,-2%&5%,-1,2%,7%&-20%,-1
Fc1ccc(OCc2nnc(-c3ccccc3Br)o2)c(Cl)c1,1,-10%,-0.5%,?,14,1%,-4%,-19,1%,1%,7
Cc1ccccc1OC(=O)c1cccnc1,1,8%,-1.1%,?,8,0%,-4%,1,7%,1%,-10
COc1cc2ccc(=O)oc2c(O[C@@H]2O[C@H](CO)[C@@H](O)[C@H](O)[C@H]2O)c1O,-1,5%&16%,-0.1%&-0.5%,0%&4%,-27&2,3%&-1%,0%,16&-9,5%&0%,·,-4&7
CC(C)(CO)Cc1cc(C(C)(C)C)c(O)c(C(C)(C)C)c1,-2,-13%&-33%,-0.2%,?,-21,1%,·,-5,9%,·,-2
O=C(Cn1cc(C(F)(F)F)ccc1=O)Nc1ccc(N2CCOCC2)cc1,0,-3%,0.2%,1%,-15,-1%,11%,13,0%,-12%,5
O=C(C(Cc1ccccc1)n1cccc1)N1CCN(c2cccc(Cl)c2)CC1 (configuration not stated),0,12%,-0.8%,9%,3,-1%,3%,13,?,3%,10
CC(C)(C)c1ccc(-c2nnc(SCC(=O)Nc3sc4c(c3C#N)CCCC4)o2)cc1,4,-15%,0.0%,?,-27,0%,0%,-22,3%,1%,-1
CCCCN1C(=O)CC(N2CCOCC2)C1=O (configuration not stated),0,-5%,-0.4%,6%,1,2%,0%,-2,9%,-16%,-5
CCN(CC)S(=O)(=O)c1cccc(C(=O)NCC2(N3CCOCC3)CCCCC2)c1,·,10%,-0.2%,-8%,-14,1%,·,11,-12%,·,-1
CCOCCCNC(=O)c1cn2c3c(ccc(Cl)c3c1=O)OC(C)C2 (configuration not stated),2,8%,-0.2%,-1%,0,0%,2%,5,-1%,·,-1
Cn1nccc1C(=O)NC1CCCc2c1cnn2-c1cc(F)cc(F)c1 (configuration not stated),·,-7%,0.2%,-1%,15,-1%,4%,2,1%,·,1
CC(C)(C)c1ccc(NC(=O)COC(=O)c2ccc3ncsc3c2)cc1,·,-12%,-2.7%,16%,0,-3%,·,17,-7%,·,-21
Cc1ccc(S(=O)(=O)NCc2ccco2)cc1C,0,0%,-3.2%,3%,7,1%,5%,-18,-3%,10%,-8
CC(C)N(Cc1ccccc1)C(=O)COC(=O)c1c(F)cccc1F,·,7%,-0.4%,1%,13,-1%,·,-19,-1%,·,0
COc1cc(NC(=O)C/C(C)=N/NC(=O)C(=O)NCCO)c(OC)cc1Cl,2,0%,0.0%,?,7,0%,11%,-12,-1%,5%,-3
C=CCn1c(COc2ccc(F)cc2)nnc1SCC(=O)NC(=O)NCc1ccco1,2,-10%,0.3%,-1%,3,-2%,1%,2,1%,3%,-10
CC1(C)CC2CC(C)(CN2C(=O)COC(=O)c2cccnc2Cl)C1 (configuration not stated),·,-11%,0.0%,0%,10,6%,·,24,9%,·,18
Cc1ccc(Nc2c(-c3ccc(N4CCOCC4)cc3)nc3cnccn23)cc1,-1,-10%,-1.0%,-14%,6,0%,·,2,-2%,4%,22
O=C(C1CCN(C2CCN(Cc3ccc4c(c3)CCO4)CC2)CC1)N1CCCC1,-1,0%,0.3%,-3%,-24,2%,11%,4,0%,4%,58
CCN(c1ccccc1)S(=O)(=O)c1ccc(Cl)c(C(=O)NCCc2ccc(OC)cc2)c1,3,-3%,0.4%,3%,-15,-1%,1%,20,-1%,-6%,6

# Record cards, from the list above. Order of screens: FBPA coupling cs, Eya2 inh, B2AR arrestin, Chronic BCR inh, KCNH2 3.1 inh, USP2a inh, GALK inhibitor, Giardia killer, uPA generation, PKM2 act, hERG WT inh
# CCN(c1ccccc1)S(=O)(=O)c1ccc(Cl)c(C(=O)NCCc2ccc(OC)cc2)c1 as listed: 3, -3%, 0.4%, 3%, -15, -1%, 1%, 20, -1%, -6%, 6
# O=C(C1CCN(C2CCN(Cc3ccc4c(c3)CCO4)CC2)CC1)N1CCCC1 as listed: -1, 0%, 0.3%, -3%, -24, 2%, 11%, 4, 0%, 4%, 58
